Source: PubChem BioAssay
GLD-1 TGE inh – GLD-1/TGE RNA complex disruptors, primary screen, biochemical, fluorescence polarization; purified GLD-1 + fluorescein TGE RNA; inhibition, % at 5.96 µM; hit rate 0.44% among 320,000; AID 2280, 2010;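 active means percent inhibition above a per-plate cutoff, the plate mean of test compounds plus 3 SD, cut at about 30% in these data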;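 further: 0% = DMSO wells with GLD-1 and probe and 100% = wells lacking GLD-1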
Target sequence (Q17339 whole entry, looked up): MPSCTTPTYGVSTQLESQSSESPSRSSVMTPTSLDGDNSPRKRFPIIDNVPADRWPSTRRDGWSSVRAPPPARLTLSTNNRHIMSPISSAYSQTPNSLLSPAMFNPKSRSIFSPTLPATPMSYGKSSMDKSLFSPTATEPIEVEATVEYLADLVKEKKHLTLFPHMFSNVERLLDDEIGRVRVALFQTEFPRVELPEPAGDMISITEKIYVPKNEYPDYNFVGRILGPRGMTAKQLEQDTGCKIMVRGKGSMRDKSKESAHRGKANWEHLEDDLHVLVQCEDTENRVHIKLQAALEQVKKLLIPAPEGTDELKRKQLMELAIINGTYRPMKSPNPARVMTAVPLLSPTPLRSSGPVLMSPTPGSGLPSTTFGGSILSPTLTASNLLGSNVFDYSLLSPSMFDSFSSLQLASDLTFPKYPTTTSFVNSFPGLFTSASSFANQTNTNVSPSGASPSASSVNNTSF
MEX-5 binding – MEX-5 zinc finger RNA-binding disruptors – biochemical, C. elegans, fluorescence polarization, MLPCN library, primary screen. Zinc finger protein mex-5 (Caenorhabditis elegans), Q9XUB2. MEX-5/FITC-TCR2 RNA binding; stronger effect = lower value. activity score (negative = inhibition of binding), % at 10 µM. hit rate 0.38% among 300,000. AID 1832, 2009;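 active means inhibition past about -25% in most replicates, and total fluorescence under double the plate's negative control median, limit read from the data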;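 further: 0% = DMSO and -100% = 5 µM competing unlabeled TCR2 RNA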
BCLXL inh – inhibitors of human Bcl-xL, primary screen, biochemical, fluorescence polarization, HTS. inhibition, % at 10.9 µM. Bcl-2-like protein 1 (Homo sapiens), Q07817. hit rate 0.7% among 320,000. GST-Bcl-xL / FITC-Bim BH3 peptide fluorescence polarization;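 active means inhibition above the mean of all tested compounds plus 3 SD, cutoff set per campaign, cut at about 30% in these data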;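 further: 0% = DMSO wells and 100% = unlabeled Bim-BH3 peptide competitor; inhibitors lower millipolarization by displacing the labeled peptide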
Target sequence (Q07817 whole entry, looked up): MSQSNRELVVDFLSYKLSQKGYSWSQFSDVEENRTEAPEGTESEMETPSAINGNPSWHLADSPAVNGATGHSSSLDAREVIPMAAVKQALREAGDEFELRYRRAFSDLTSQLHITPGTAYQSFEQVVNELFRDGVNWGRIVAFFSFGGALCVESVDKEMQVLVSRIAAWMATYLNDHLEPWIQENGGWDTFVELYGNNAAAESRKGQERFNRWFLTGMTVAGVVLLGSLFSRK
ZTA counter – blocks Epstein-Barr virus ZTA, an EBNA-1 counter-screen | inhibition, % at 11 µM | ZTA-DNA binding, fluorescence polarization | hit rate 0.15% among 320,000; in the data active means inhibition above about 33%
Target sequence (P03206 whole entry, looked up): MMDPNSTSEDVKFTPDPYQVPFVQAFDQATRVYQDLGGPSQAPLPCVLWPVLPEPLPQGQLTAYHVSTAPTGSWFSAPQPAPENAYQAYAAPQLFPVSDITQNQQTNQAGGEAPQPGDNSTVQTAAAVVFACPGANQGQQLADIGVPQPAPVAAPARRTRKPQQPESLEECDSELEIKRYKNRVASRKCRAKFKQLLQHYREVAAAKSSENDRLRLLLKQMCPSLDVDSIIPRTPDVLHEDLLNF
Fam108B counter – mouse Fam108B serine hydrolase inhibitors, primary screen, counter-screen for RBBP9 inhibitor project, biochemical, fluorescence polarization; AID 1947, 2009; inhibition, % at 9.51 µM; hit rate 0.33% among 300,000; recombinant Fam108B, FP-Rh probe fluorescence polarization;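 active means inhibition above the screen mean inhibition plus 3 SD, computed separately per campaign, cut at about 18% in these data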;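 further: inhibitors lower polarization as less probe binds the enzyme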
Efflux pump inh – inhibitors of Candida efflux pumps in yeast, primary screen, S. cerevisiae, Nile Red, multiplex; S. cerevisiae Candida pump triplex; inhibition, % at 10 µM; hit rate 0.44% among 330,000;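 active means plate passing quality check with inhibition over a set limit, or well fluorescence over plate mean plus 4 SD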;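 further: Nile Red retained in pooled yeast measured as flow cytometry median fluorescence; 0% = buffer negative control and 100% = Enniatin B positive control; higher means more Nile Red kept so more efflux inhibition; some compounds called inactive have numbers as strong as hits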
Yeast superoxide – reduction of superoxide in aged yeast, primary screen, HTS; hit rate 0.18% among 330,000; superoxide response (% of plate mean), % at 10 µM; AID 2690, 2010; S. cerevisiae aged cells, superoxide DHE fluorescence; stronger effect = lower value;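 active means superoxide response under a set limit, about three screen SD below normal, cut at about 65% in these data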;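 further: yeast aged for seven days with compound at 30 °C before DHE staining; 100% = average MFI of all compound-treated wells on the plate with controls excluded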
EBNA-1 inhibitor – EBNA-1 DNA-binding inhibitors, primary screen, biochemical, fluorescence polarization. inhibition, % at 14.8 µM. hit rate 0.34% among 300,000. AID 1950, 2009; in the data active means inhibition above about 28%
MCL1-BIM inh – inhibitors of MCL1 binding to BIM-BH3, primary screen, biochemical, fluorescence polarization; hit rate 0.68% among 320,000; inhibition, % at 10.9 µM; AID 2057, 2009; Induced myeloid leukemia cell differentiation protein Mcl-1 (Homo sapiens), Q07820; GST-MCL1 / FITC-Bim-BH3 fluorescence polarization;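 active means inhibition above the mean inhibition of all tested compounds plus 3 SD, set per campaign, cut at about 40% in these data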;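 further: 0% = DMSO wells and 100% = unlabeled Bim-BH3 peptide control; higher means more loss of mP so more displacement of Bim peptide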
The depositor's hits bear a star.

For CCn1cc(/C=N\NC(=O)COc2cccc(C)c2C)c(C)n1 the results were GLD-1 TGE inh 3, MEX-5 binding 0.6, BCLXL inh 5, ZTA counter 14, Fam108B counter 0, Efflux pump inh -0.1, Yeast superoxide 105, EBNA-1 inhibitor 9 and MCL1-BIM inh 0.
O=C(CCc1c[nH]c2ccccc12)NN1C(=O)NC2(CCCCC2)C1=O was read as GLD-1 TGE inh 4, BCLXL inh 3, ZTA counter 6, Efflux pump inh 0.1, Yeast superoxide 84 and MCL1-BIM inh 2.
CCN(CC(=O)NCc1cccs1)C(=O)c1ccc(-c2cccc(C(F)(F)F)c2)o1 was read as GLD-1 TGE inh 4, MEX-5 binding -0.1, BCLXL inh 8, ZTA counter -1, Fam108B counter -3, Efflux pump inh -0.1, Yeast superoxide 102, EBNA-1 inhibitor -3 and MCL1-BIM inh 3.
`CN1CCN(C(=O)CN(c2cc(C(F)(F)F)ccc2Cl)S(C)(=O)=O)CC1` gave GLD-1 TGE inh 6, MEX-5 binding -0.1, BCLXL inh 1, ZTA counter -1, Fam108B counter 1, Efflux pump inh -0.1, Yeast superoxide 91, EBNA-1 inhibitor -11 and MCL1-BIM inh 0.
CC(C)CC(c1nnnn1Cc1ccc2c(c1)OCO2)N1CCC(C(N)=O)CC1 (stereo not given) was read as GLD-1 TGE inh -2, MEX-5 binding -1.0, BCLXL inh -1, ZTA counter -7, Fam108B counter -3, Efflux pump inh 0.3, Yeast superoxide 104, EBNA-1 inhibitor -8 and MCL1-BIM inh -2.
For CCCS(=O)(=O)c1nc(S(=O)(=O)c2ccc(C)cc2)c(N2CCOCC2)s1 the results were GLD-1 TGE inh 5, MEX-5 binding -0.2, BCLXL inh -2, ZTA counter -16, Fam108B counter 0, Efflux pump inh 0.2, Yeast superoxide 99, EBNA-1 inhibitor -9 and MCL1-BIM inh 2.
For CCCCN(CC)C(=O)c1oc2ccc(S(=O)(=O)N3CCCC3)cc2c1C the results were GLD-1 TGE inh 0, MEX-5 binding 2.1, BCLXL inh 5, ZTA counter 4, Fam108B counter 0, Efflux pump inh 0.0, Yeast superoxide 98, EBNA-1 inhibitor 10 and MCL1-BIM inh 3.
`O=C(NCC1CCCO1)c1ccc2c(c1)S(=O)(=O)c1ccccc1C2=O` (stereo not given) gave GLD-1 TGE inh 3, MEX-5 binding -1.4, BCLXL inh -1, ZTA counter 1, Fam108B counter -2, Efflux pump inh -0.1, Yeast superoxide 96, EBNA-1 inhibitor 11 and MCL1-BIM inh -2.
`CCOc1ccccc1/C=C/c1cc(C(=O)O)c2ccccc2n1` gave GLD-1 TGE inh 6, MEX-5 binding 0.3, BCLXL inh 0, ZTA counter -5, Fam108B counter 2, Efflux pump inh -0.1, Yeast superoxide 96, EBNA-1 inhibitor 2 and MCL1-BIM inh 3.
For Cc1cc(C)cc(C(=O)N2CCN=C2c2ccccc2)c1 the results were GLD-1 TGE inh -6, MEX-5 binding -1.6, BCLXL inh 4, ZTA counter -10, Fam108B counter 0, Efflux pump inh -0.1, Yeast superoxide 97, EBNA-1 inhibitor 0 and MCL1-BIM inh 4.
`Cc1nn(Cc2c(Cl)cccc2Cl)c(C)c1NC(=O)/C=C/c1cnn(C)c1C` gave GLD-1 TGE inh 6, MEX-5 binding -1.0, BCLXL inh 3, ZTA counter -13, Fam108B counter 0, Efflux pump inh -0.1, Yeast superoxide 82, EBNA-1 inhibitor 8 and MCL1-BIM inh -1.
O=C1CNC(=O)/C(=C\c2ccc(F)cc2)N1 was read as GLD-1 TGE inh 0, MEX-5 binding -0.3, BCLXL inh -2, ZTA counter 0, Fam108B counter -2, Efflux pump inh 0.0, Yeast superoxide 99, EBNA-1 inhibitor -2 and MCL1-BIM inh -5.
Screening Cc1[nH]c2ccccc2c1/C=N/NC(=O)c1ccccc1 returned GLD-1 TGE inh 3, MEX-5 binding -2.2, BCLXL inh -5, ZTA counter 3, Fam108B counter -2, Efflux pump inh -0.4, Yeast superoxide 110, EBNA-1 inhibitor 1 and MCL1-BIM inh -1.
For O=C(Nc1ccc(OC(F)(F)F)cc1)c1ccc2nc[nH]c2c1 the results were GLD-1 TGE inh 0, MEX-5 binding -1.6, BCLXL inh 4, ZTA counter -4, Fam108B counter -6, Efflux pump inh -0.1, Yeast superoxide 105, EBNA-1 inhibitor 7 and MCL1-BIM inh 9.
`Nc1c(-c2ccccc2)c(CN2CCOCC2)nn1-c1ccc(C(=O)O)cc1` gave GLD-1 TGE inh 8, MEX-5 binding 0.3, BCLXL inh 6, ZTA counter 1, Fam108B counter -6, Efflux pump inh 0.0, Yeast superoxide 91, EBNA-1 inhibitor 7 and MCL1-BIM inh 5.
`O=C(NCCC1CCCCN1S(=O)(=O)c1ccccc1)C(=O)Nc1ccccc1` (stereo not given) gave GLD-1 TGE inh -9, MEX-5 binding -1.9, BCLXL inh 3, ZTA counter -5, Fam108B counter 4, Efflux pump inh 0.1, Yeast superoxide 96, EBNA-1 inhibitor -11 and MCL1-BIM inh -3.
CN(C)c1ccc(CN(C(=O)COc2ccccc2)C2CCS(=O)(=O)C2)cc1 (stereo not given) was read as GLD-1 TGE inh 10, MEX-5 binding 1.0, BCLXL inh 7, ZTA counter 3, Fam108B counter 2, Efflux pump inh 0.0, Yeast superoxide 102, EBNA-1 inhibitor 8 and MCL1-BIM inh 3.
For CC(C)CCn1c(Cl)nc2c1c(=O)n(C)c(=O)n2C the results were GLD-1 TGE inh 31*, MEX-5 binding -2.6, BCLXL inh 7, ZTA counter 1, Fam108B counter -1, Efflux pump inh 0.0, Yeast superoxide 99, EBNA-1 inhibitor 6 and MCL1-BIM inh 3.
Screening CCCCn1c(=O)[nH]c2c(oc3ccccc32)c1=O returned GLD-1 TGE inh 4, MEX-5 binding 2.3, BCLXL inh 0, ZTA counter -20, Fam108B counter 0, Efflux pump inh -0.1, Yeast superoxide 108, EBNA-1 inhibitor 0 and MCL1-BIM inh -5.
Screening CN(C)c1ccc(C(C(=O)NCC2CCCO2)N(Cc2ccccc2)C(=O)c2snc(C(N)=O)c2N)cc1 (stereo not given) returned GLD-1 TGE inh -8, MEX-5 binding -1.1, BCLXL inh 1, ZTA counter 1, Fam108B counter -4, Efflux pump inh -0.2, Yeast superoxide 84, EBNA-1 inhibitor -6 and MCL1-BIM inh -2.
Screening O=C(COC(=O)Cc1cccc(C(F)(F)F)c1)Nc1cccc2ccccc12 returned GLD-1 TGE inh 0, MEX-5 binding 0.5, BCLXL inh 3, ZTA counter -3, Fam108B counter 4, Efflux pump inh 0.5, Yeast superoxide 118, EBNA-1 inhibitor 2 and MCL1-BIM inh -3.
Screening CCOC(=O)c1c(NC(=O)c2cccs2)sc2c1CCCC2 returned GLD-1 TGE inh -5, MEX-5 binding 1.8, BCLXL inh 1, ZTA counter -1, Fam108B counter 5, Efflux pump inh -0.1, Yeast superoxide 98, EBNA-1 inhibitor 7 and MCL1-BIM inh 4.
Screening O=C(NCc1cccnc1)c1ccccc1[N+](=O)[O-] returned GLD-1 TGE inh -6, MEX-5 binding 2.7, BCLXL inh -2, ZTA counter -9, Fam108B counter -1, Efflux pump inh -0.1, Yeast superoxide 101, EBNA-1 inhibitor -6 and MCL1-BIM inh -10.
For CCc1ccccc1Nc1nc(N)nc(CSc2nnnn2C)n1 the results were GLD-1 TGE inh 5, MEX-5 binding 0.6, BCLXL inh 4, ZTA counter 1, Fam108B counter -2, Efflux pump inh 0.1, Yeast superoxide 93, EBNA-1 inhibitor 2 and MCL1-BIM inh 6.
For CC(=O)c1cccc(Nc2nc(-c3ccccc3)nc3ccccc23)c1 the results were GLD-1 TGE inh 3, MEX-5 binding -2.5, BCLXL inh 7, ZTA counter 12, Fam108B counter 3, Efflux pump inh 0.0, Yeast superoxide 116, EBNA-1 inhibitor 10 and MCL1-BIM inh -2.
Screening Cc1cccc(-n2c(SCC(=O)N3CCN(c4ccccn4)CC3)nnc2N2CCOCC2)c1 returned GLD-1 TGE inh 1, BCLXL inh -1, ZTA counter -6, Efflux pump inh 0.1, Yeast superoxide 107 and MCL1-BIM inh 0.
CC(=O)CSc1nnc(-c2ccc3c(c2)OCO3)o1 was read as GLD-1 TGE inh 4, MEX-5 binding 0.6, BCLXL inh 1, ZTA counter -4, Fam108B counter 0, Efflux pump inh 0.0, Yeast superoxide 110, EBNA-1 inhibitor -9 and MCL1-BIM inh -1.
`Cc1ccc(/C=N/n2c(=O)c(C(C)(C)C)nn3cnnc23)cc1` gave GLD-1 TGE inh 5, MEX-5 binding -0.5, BCLXL inh 3, ZTA counter -17, Fam108B counter 1, Efflux pump inh -0.1, Yeast superoxide 106, EBNA-1 inhibitor -7 and MCL1-BIM inh -3.
COc1ccc2cc(C(=O)N3CCC(Cc4ccccc4)CC3)[nH]c2c1 was read as GLD-1 TGE inh 13, MEX-5 binding -2.8, BCLXL inh 2, ZTA counter -9, Fam108B counter 3, Efflux pump inh 0.3, Yeast superoxide 111, EBNA-1 inhibitor -13 and MCL1-BIM inh 9.
Cc1ccccc1OCc1nnc(SCC(=O)NC2CCCCC2)o1 was read as GLD-1 TGE inh 0, MEX-5 binding 1.9, BCLXL inh 7, ZTA counter -5, Fam108B counter 1, Efflux pump inh -0.1, Yeast superoxide 96, EBNA-1 inhibitor 4 and MCL1-BIM inh 5.
For O=C(CN1C(=O)/C(=C/c2ccccc2Cl)SC1=S)NC1C=CS(=O)(=O)C1 (stereo not given) the results were GLD-1 TGE inh 6, MEX-5 binding 2.4, BCLXL inh 4, ZTA counter -8, Fam108B counter 4, Efflux pump inh 0.1, Yeast superoxide 97, EBNA-1 inhibitor 1 and MCL1-BIM inh 3.
For O=C(Nc1ccccc1C(=O)N1CCOCC1)C1CCC(=O)N1C1CCCC1 (stereo not given) the results were GLD-1 TGE inh 9, MEX-5 binding -1.2, BCLXL inh 4, ZTA counter -3, Fam108B counter 0, Efflux pump inh 0.1, Yeast superoxide 100, EBNA-1 inhibitor -9 and MCL1-BIM inh 0.
For CCc1ccc(NC(=S)N(CCCN2CCOCC2)Cc2ccccn2)cc1 the results were GLD-1 TGE inh 0, MEX-5 binding -2.3, BCLXL inh 1, ZTA counter -12, Fam108B counter -2, Efflux pump inh -0.3, Yeast superoxide 94, EBNA-1 inhibitor 1 and MCL1-BIM inh -2.
Screening Cc1ccc(C2C3=C(CCCC3=O)Nc3nc(SCC(=O)NCc4ccco4)[nH]c(=O)c32)cc1 (stereo not given) returned GLD-1 TGE inh 5, MEX-5 binding -2.8, BCLXL inh 10, ZTA counter -18, Fam108B counter -2, Efflux pump inh -0.1, Yeast superoxide 112, EBNA-1 inhibitor -5 and MCL1-BIM inh 16.
CCC(Oc1ccccc1)C(=O)O/N=C(\N)c1ccc(OC)c(OC)c1 (stereo not given) was read as GLD-1 TGE inh 3, MEX-5 binding 0.5, BCLXL inh 2, ZTA counter 1, Fam108B counter -4, Efflux pump inh -0.2, Yeast superoxide 97, EBNA-1 inhibitor 0 and MCL1-BIM inh 1.
